From PubChem
HePTP inhibitor: inhibitors of human HePTP phosphatase, primary screen, biochemical, absorbance, leukemia target; Tyrosine-protein phosphatase non-receptor type 7 (Homo sapiens), P35236; recombinant HePTP phosphatase activity, OD absorbance; inhibition, % at 20 µM; actives 0.64% (n = 110,000); AID 521, 2006; in the data active means inhibition above about 50%;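 further: plate controls were vehicle for no effect and reference inhibitor for full effect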
BAP1 inh: inhibitors of BAP1 deubiquitinase, primary screen, biochemical, Ub-AMC fluorescence, kinetic. activity remaining (% of control), % at 20 µM. actives 0.48% (n = 72,000). AID 436, 2006. Ubiquitin carboxyl-terminal hydrolase BAP1 (Homo sapiens), Q92560. recombinant BAP1, Ub-AMC hydrolysis fluorescence kinetic; stronger effect = lower value;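 active means activity remaining at or below 50% of control, provided the compound also passes the data quality filters; inactive means the rest, including low values that fail the filters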;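 further: 100% = DMSO wells rate and 0% = substrate alone blank rate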
Target sequence (Q92560 whole entry, looked up): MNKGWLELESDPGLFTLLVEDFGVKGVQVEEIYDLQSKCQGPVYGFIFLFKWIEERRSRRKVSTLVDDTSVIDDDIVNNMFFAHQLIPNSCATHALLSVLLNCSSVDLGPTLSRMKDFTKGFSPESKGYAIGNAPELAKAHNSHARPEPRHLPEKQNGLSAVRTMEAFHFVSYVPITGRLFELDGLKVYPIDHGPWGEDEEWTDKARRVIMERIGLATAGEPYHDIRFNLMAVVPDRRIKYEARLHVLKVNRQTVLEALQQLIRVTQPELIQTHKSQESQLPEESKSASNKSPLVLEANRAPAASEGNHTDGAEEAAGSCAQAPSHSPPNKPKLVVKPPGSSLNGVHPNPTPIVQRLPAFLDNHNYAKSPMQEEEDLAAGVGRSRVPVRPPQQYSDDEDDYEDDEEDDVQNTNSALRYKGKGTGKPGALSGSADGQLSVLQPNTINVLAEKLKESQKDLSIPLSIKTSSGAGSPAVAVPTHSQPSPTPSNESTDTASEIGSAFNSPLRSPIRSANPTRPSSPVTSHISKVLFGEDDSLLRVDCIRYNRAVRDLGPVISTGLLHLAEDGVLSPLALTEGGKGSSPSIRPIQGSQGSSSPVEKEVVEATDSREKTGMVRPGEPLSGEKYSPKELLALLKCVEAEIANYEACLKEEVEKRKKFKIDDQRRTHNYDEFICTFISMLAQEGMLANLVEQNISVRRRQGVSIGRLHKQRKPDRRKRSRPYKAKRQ
The depositor's hits bear a star; . = not tested or not shown; & = joins results of further samples.

SMILES	HePTP inhibitor	BAP1 inh
CCOC(=O)/C(C#N)=C/c1sccc1C	-7	.
O=C(OCCN1C(=O)c2ccccc2C1=O)c1cc(=O)[nH]c2ccccc12	2	92
CCOc1ccccc1N1CCN(C(=O)c2cc3c(s2)CCC3)CC1	-2	.
COc1ccc(-c2nn3c(C4CCCCC4)nnc3s2)cc1OC	-3	69
CCOC(=O)c1c(C)oc2cc(Cl)c(OC)c(OC)c12	-4	.
N#Cc1cc2c(nc1SCC(=O)Nc1ccc(S(N)(=O)=O)cc1)CCCC2	9	.
CC1=C(C(=O)OCCc2ccccc2)C(c2ccc([N+](=O)[O-])cc2)NC(=O)N1C (stereo not drawn)	-3	73
O=C(Nc1ccccc1)c1ccccc1N=Cc1cc(Cl)cc(Cl)c1O	-15	.
CN(C)S(=O)(=O)c1ccc(C(=O)Nc2ccc(Cl)cc2)cc1	9&7	98
O=C(O)c1ccccc1-c1ccccc1C(=O)NCc1ccco1	4	115
COc1cccc(C(=O)Nc2c(C)n[nH]c2C)c1	-7	81
Cc1ccccc1NC(=O)CN(c1ccc(Br)cc1)S(C)(=O)=O	8	.
Cc1ccc(N2C(=O)CC(NCCc3ccccn3)C2=O)cc1 (stereo not drawn)	-3	.
CSc1nc2ccc(N3C(=O)c4ccccc4C3=O)cc2s1	-3	.
CS(=O)(=O)N(Cc1ccc(Cl)cc1)c1ccc(C(=O)O)cc1	-6	.
CCc1ccc(NC(=O)c2ccc(Cl)cc2Cl)cc1	-18	.
CC(C)N1CCC(=NNC(=O)C2CC2)CC1	10	.
COc1ccc(CCNC(=O)Cc2ccc(Cl)cc2)cc1	-3	.
C[C@@H]1C[C@H]2[C@@H]3CCC4=CC(=O)C=C[C@]4(C)[C@@]3(F)[C@@H](O)C[C@]2(C)[C@@]1(O)C(=O)COP(=O)(O)O	13	82
O=C(CSc1nc2ccccc2[nH]1)Nc1ccc(Cl)c(Cl)c1	-5	.
O=C(Nc1cccc(F)c1)c1cccc(F)c1	0	.
O=C(NN1C(=O)S/C(=C\c2ccccc2O)C1=O)c1ccc([N+](=O)[O-])cc1	11	.
COc1ccc(C2N(Cc3ccccc3)CCN2Cc2ccccc2)cc1OC	3	.
CC1(C)CC(=O)C(C=Nc2ccc3cn[nH]c3c2)=C(O)C1	2	86
Cc1c(C=O)c(=O)oc2c3c4c(cc12)CCCN4CCC3	4	.

Carrying on.
SMILES	HePTP inhibitor	BAP1 inh
COc1ccc(OCC(=O)Nc2c(C)n(C)n(-c3ccccc3)c2=O)cc1	2	.
Cc1onc(-c2ccccc2)c1C(=O)N1CC(C)OC(C)C1 (stereo not drawn)	-5	93
CCOc1ccccc1C(=O)Nc1nc(-c2ccc(C)cc2C)cs1	2	.
Cc1cc2nc(C3CCN(Cc4nnnn4Cc4cccs4)CC3)[nH]c2cc1C	-11	98
COc1ccc(OC)c(NC(=O)c2cc3ccccc3cc2OC)c1	.	71
CNC(=O)CN(c1ccc(C)cc1)S(=O)(=O)c1ccc(SC)cc1	-2	.
CCOc1ccc(NC(=O)c2c(N)sc(-c3ccccc3)c2C)cc1	-10	.
CC(C)c1ccccc1NC(=O)c1cccc(Cl)c1	.	203
O=c1oc2cc(OCc3ccc(F)cc3)c(Cl)cc2c2c1CCC2	-16	.
CC(=O)c1c(C)[nH]c(C(=O)CSc2nnc(CN3CCCCCC3=O)n2-c2ccccn2)c1C	-2	105
COc1ccc(-c2cc(C(=O)NC3CCCCC3)c3ccccc3n2)c(OC)c1	3	.
CCOC(=O)c1oc2ccccc2c1CN1CCN(C(=O)c2ccccc2)CC1	-3	92
CC(C)CCNC(=O)c1ccc([N+](=O)[O-])cc1Cl	2	.
O=C(Nc1ccc(Cl)c(Cl)c1)c1cc2cc(Br)ccc2oc1=O	-12	.
COCCn1c(Sc2ccccc2)nc2c1c(=O)[nH]c(=O)n2C	9	93
O=C(O)C1CC=C(Cl)CC1C(=O)NCC1OCCc2ccccc21 (stereo not drawn)	4	80
COc1ccc(Br)cc1C(=O)Nc1cccc(C(F)(F)F)c1	-15	.
Cc1cc(S(=O)(=O)N2CCOCC2)ccc1F	-10	68
Cc1cc(C)nc(SCC(=O)c2cc3ccccc3oc2=O)n1	1	140
COc1ccc(C(=O)Oc2cc(C(=S)N3CCOCC3)ccc2OC)cc1	5	.
Cc1ccnc(SCC(=O)Nc2ccccc2)n1	6	.
Cc1ccc(-n2nc3cc(C)c(NC(=O)c4cc(Cl)ccc4Cl)cc3n2)cc1	-2	.
O=C(Nc1ccccc1F)C1CCCN(S(=O)(=O)c2cccc3cccnc23)C1 (stereo not drawn)	24	97
CCOC(=O)C1=C(C)NC(C)=C(C(=O)OCC)C1C(=O)O	10	82
CCOC(=O)/C(=N/O)C1=NC2(CCCCC2)Cc2ccccc21	-20	.

Next part; the last three above are carried over.
SMILES	HePTP inhibitor	BAP1 inh
O=C(Nc1ccccc1F)C1CCCN(S(=O)(=O)c2cccc3cccnc23)C1 (stereo not drawn)	24	97
CCOC(=O)C1=C(C)NC(C)=C(C(=O)OCC)C1C(=O)O	10	82
CCOC(=O)/C(=N/O)C1=NC2(CCCCC2)Cc2ccccc21	-20	.
COc1ccc(OC)c(C2CC(=O)N3CN(c4ccccc4F)CSC3=C2C#N)c1 (stereo not drawn)	-3	73
CC1CCCC(C)N1C(=O)CCN1C(=O)c2ccccc2C1=O (stereo not drawn)	-16	.
CC1CCc2c(sc3c2C2=NS(=O)(=O)CCN2C=N3)C1 (stereo not drawn)	11	91
COc1ccc(NCC(O)Cn2c(C)c(C)c3ccccc32)cc1 (stereo not drawn)	.	79
Cc1cccc(NC(=O)c2cc(S(=O)(=O)Nc3ccc(C(=O)O)cc3)ccc2Cl)c1	.	117
CCOc1ccc(NC(=O)CSc2nccn2C)cc1	7	101
Brc1ccccc1-c1nnc(CSc2nnc3sc4ccccc4n23)o1	2	.
Cc1cc(C)nc(NC(N)=NC2CCCCCC2)n1	-2	.
O=C(CSc1nc2ccccc2n1CC(=O)NCc1ccccc1)NCc1ccco1	2	103
CC(=O)Nc1ccc2oc(-c3ccccc3)nc2c1	7	.
COCCSc1nnc(NC(=O)COC)s1	-8	102
COc1ccc(C2CC(c3cccs3)=Nc3ccccc3S2)c(OC)c1 (stereo not drawn)	.	85
c1ccc(CSc2nnc(-c3ccco3)n2Cc2ccco2)cc1	2	.
CC(NC(=O)Cn1nc(C(=O)O)c2ccccc2c1=O)c1ccccc1 (stereo not drawn)	8	111
O=C(Nc1ccc(Nc2ccccc2)cc1)c1cccc(I)c1	-2	.
O=C1/C(=C\c2ccco2)CC2CC1C/C(=C/c1ccco1)C2=O	102*	.
COc1ccccc1C(=O)N1CCN(Cc2ccc([N+](=O)[O-])cc2)CC1	-21	.
CN(CCCCCC(=O)/C=N/O)Cc1ccccc1	6	110
O=C(CCc1ccccc1)N1N=C(c2ccc(Cl)cc2)CC1(O)C(F)(F)F (stereo not drawn)	-7	.
CC1(C)Cc2ccccc2C(=O)N1	1	99
CCc1ccccc1NC(=O)c1cc2cc(OC)ccc2oc1=O	-1	.
COC(=O)C1=CNC=C(C(=O)OC)C1c1ccc(C(=O)OC)cc1	4&4	.
Cc1ccccc1NC(=O)C1C2C=CC(C3CC23)C1C(=O)O (stereo not drawn)	6	.
COc1ccc(/C=C/C(=O)Nc2ccc([N+](=O)[O-])cc2)cc1	-10	.
COc1cc2c(cc1OC)C(CN1C(=O)c3ccccc3C1=O)=NC(C)(C)C2	-16	.

(next part)
SMILES	HePTP inhibitor	BAP1 inh
Cc1cc(C)nc(N2CCC(C(=O)Nc3nnc(C)s3)CC2)n1	8	127
Cc1ccc(C(C)C)c(OCC(=O)Nc2ccc(-c3nc4ncccc4o3)cc2)c1	6	.
COc1ccc(S(=O)(=O)N2CCN(CCO)CC2)cc1-c1nnc2c3ccccc3c(C)nn12	5	93
N#CCCN1CCN(S(=O)(=O)c2ccc(S(=O)(=O)N3CCCCCC3)cc2)CC1	4	99
CCc1nc(C)cn1S(=O)(=O)c1cc(Br)c(C)cc1OC	2	140
Cc1ccc(N2CC(C(=O)OCc3ccccc3)CC2=O)cc1 (stereo not drawn)	12	90
Cc1ccc(S(=O)(=O)Nc2ccc3c(c2)oc2ccccc23)cc1	2	.
COCCN(C(=O)Nc1ccccc1)C(C)c1cccnc1 (stereo not drawn)	-5	100
CCOC(=O)c1c(NC(=O)OC)sc(C)c1CC	8	.
CC(NC(=O)C1CCCN(S(=O)(=O)c2cccs2)C1)c1ccccc1 (stereo not drawn)	12	94
CCN(CC)CCN1C(=O)C(=O)/C(=C(/O)c2ccc(F)cc2)C1c1ccncc1 (stereo not drawn)	-7	63
Cc1cccc(NC(=O)c2ccccc2C(F)(F)F)c1C	4	.
Cc1cccc(N(Cc2cc3ccccc3[nH]c2=O)C(=O)c2ccco2)c1C	5	231
Cc1c(NC(=O)OCCNC(=O)Nc2ccccc2)sc(=S)n1C	14	96
Cc1ccc(NC(=O)/C(=C\c2ccco2)NC(=O)c2ccccc2I)cc1	5	.
O=C(NCc1cccnc1)c1ccccc1Br	9	136
O=C(CSc1ncnc2c1oc1ccccc12)Nc1ccc2c(c1)OCCO2	.	78
COc1ccc(N(CC(=O)Nc2cccc(Br)c2)S(=O)(=O)c2ccc(C)cc2)cc1	6	.
O=C(COC(=O)c1ccccc1S(=O)(=O)N1CCCCC1)NCC(F)(F)F	9	95
COc1cc(OC)c(/C=C2/C(C)=C(C#N)c3nc(N)c(C#N)c(C)c32)cc1Br	-7	.
COc1ccccc1-c1nnc(SCC(=O)N2CCOCC2)o1	0	88
O=C(C1CCCCC1)N1CCC(n2nnc3ccccc32)CC1	9	93
CCCS(=O)(=O)N1CCN(Cc2ccncc2)CC1	-3	96
CC(=O)CC(=O)Nc1ccc(-c2ccc(NC(=O)CC(C)=O)c(C)c2)cc1C	2	.
COc1ccc(N2C(=O)c3ccc(C(=O)Nc4cccc(O)c4)cc3C2=O)cc1	11	.

Pulled by compound from above (2):
SMILES	HePTP inhibitor	BAP1 inh
O=C(COC(=O)c1ccccc1S(=O)(=O)N1CCCCC1)NCC(F)(F)F	9	95
O=C(C1CCCCC1)N1CCC(n2nnc3ccccc32)CC1	9	93

By substructure: the compounds so far containing an aryl methoxy group.
SMILES	HePTP inhibitor	BAP1 inh
COc1ccc(-c2nn3c(C4CCCCC4)nnc3s2)cc1OC	-3	69
CCOC(=O)c1c(C)oc2cc(Cl)c(OC)c(OC)c12	-4	.
COc1cccc(C(=O)Nc2c(C)n[nH]c2C)c1	-7	81
COc1ccc(CCNC(=O)Cc2ccc(Cl)cc2)cc1	-3	.
COc1ccc(C2N(Cc3ccccc3)CCN2Cc2ccccc2)cc1OC	3	.
COc1ccc(OCC(=O)Nc2c(C)n(C)n(-c3ccccc3)c2=O)cc1	2	.
COc1ccc(OC)c(NC(=O)c2cc3ccccc3cc2OC)c1	.	71
COc1ccc(-c2cc(C(=O)NC3CCCCC3)c3ccccc3n2)c(OC)c1	3	.
COc1ccc(Br)cc1C(=O)Nc1cccc(C(F)(F)F)c1	-15	.
COc1ccc(C(=O)Oc2cc(C(=S)N3CCOCC3)ccc2OC)cc1	5	.
COc1ccc(OC)c(C2CC(=O)N3CN(c4ccccc4F)CSC3=C2C#N)c1 (stereo not drawn)	-3	73
COc1ccc(NCC(O)Cn2c(C)c(C)c3ccccc32)cc1 (stereo not drawn)	.	79
COc1ccc(C2CC(c3cccs3)=Nc3ccccc3S2)c(OC)c1 (stereo not drawn)	.	85
COc1ccccc1C(=O)N1CCN(Cc2ccc([N+](=O)[O-])cc2)CC1	-21	.
CCc1ccccc1NC(=O)c1cc2cc(OC)ccc2oc1=O	-1	.
COc1ccc(/C=C/C(=O)Nc2ccc([N+](=O)[O-])cc2)cc1	-10	.
COc1cc2c(cc1OC)C(CN1C(=O)c3ccccc3C1=O)=NC(C)(C)C2	-16	.
COc1ccc(S(=O)(=O)N2CCN(CCO)CC2)cc1-c1nnc2c3ccccc3c(C)nn12	5	93
CCc1nc(C)cn1S(=O)(=O)c1cc(Br)c(C)cc1OC	2	140
COc1ccc(N(CC(=O)Nc2cccc(Br)c2)S(=O)(=O)c2ccc(C)cc2)cc1	6	.
COc1cc(OC)c(/C=C2/C(C)=C(C#N)c3nc(N)c(C#N)c(C)c32)cc1Br	-7	.
COc1ccccc1-c1nnc(SCC(=O)N2CCOCC2)o1	0	88
COc1ccc(N2C(=O)c3ccc(C(=O)Nc4cccc(O)c4)cc3C2=O)cc1	11	.
